Source: PubChem BioAssay
Hsp90 Hop PPI = changes Hsp90-Hop TPR2A binding signal, up or down. Potency, µM (titrated, usually from 57 µM), without a hit: at the top dose activity change, negative = inhibition. AlphaScreen TPR2A-His6 binding biotin-Hsp90 C-terminal peptide. AID 595. hit rate 0.44% among 71,000; active means well fitted curve in either direction with a large enough effect; inconclusive means small, poorly fitted or top-dose-only effect, or another doubt; further: potency means the concentration at half of the fitted maximal effect; on the % scale 0 is the no-effect control and ±100 the full control effect; many of its hits are not listed in these tables
ALOX15 inhib = blocks human 15-lipoxygenase activity | P16050 | purified 15hLO-1, xylenol orange hydroperoxide absorbance | Potency, µM (series often up to 57.1 µM), inactives show top-dose activity change, negative = inhibition, most hits filed as inhibitors | hit rate 1.4% among 74,000 | AID 887; further: potency means the concentration at half of the fitted maximal effect; on the % scale 0 is the no-effect control and ±100 the full control effect; nearly all actives have a fitted effect of over 55% in size
Target sequence (P16050 whole entry, looked up): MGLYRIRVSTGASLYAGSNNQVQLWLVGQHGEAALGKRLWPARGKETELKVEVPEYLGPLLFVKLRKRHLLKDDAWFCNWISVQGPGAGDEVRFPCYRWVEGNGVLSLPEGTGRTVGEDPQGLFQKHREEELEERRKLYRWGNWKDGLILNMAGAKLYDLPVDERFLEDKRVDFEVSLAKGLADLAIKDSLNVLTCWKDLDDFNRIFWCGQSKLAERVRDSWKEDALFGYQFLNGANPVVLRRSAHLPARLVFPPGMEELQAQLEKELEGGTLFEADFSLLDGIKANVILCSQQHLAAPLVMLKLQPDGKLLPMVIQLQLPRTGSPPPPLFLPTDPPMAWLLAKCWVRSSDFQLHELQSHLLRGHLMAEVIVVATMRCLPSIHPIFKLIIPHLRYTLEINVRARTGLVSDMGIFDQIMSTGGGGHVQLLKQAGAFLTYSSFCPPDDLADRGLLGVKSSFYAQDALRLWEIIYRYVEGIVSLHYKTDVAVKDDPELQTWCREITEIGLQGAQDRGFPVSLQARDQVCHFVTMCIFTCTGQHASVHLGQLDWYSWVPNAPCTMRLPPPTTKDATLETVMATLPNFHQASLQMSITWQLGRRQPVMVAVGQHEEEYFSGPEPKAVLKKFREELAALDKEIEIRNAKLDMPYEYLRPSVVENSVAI
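40 nM 15hLO-1 + cpd, 15 min RT; start w/ 50 uM AA (final), 6 min RT; stop/detect w/ 200 uM XO + 300 uM Fe(II) in 50 mM H2SO4, 30 min; A573/A405. Buffer 25 mM Hepes pH 7.5, 0.01% Triton X-100. No-enzyme wells as negative control.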
HADH2 inhib = inhibitors of human HADH2 dehydrogenase. recombinant HADH2, NADH fluorescence, beta-hydroxybutyryl-CoA. Potency, µM (doses to about 57.1 µM), inactives show at the top dose activity change, negative = inhibition, actives largely listed as inhibitors. hit rate 3.4% among 73,000. AID 886; further: potency means the concentration at half of the fitted maximal effect; on the % scale 0 is the no-effect control and ±100 the full control effect; nearly all actives have a fitted effect of over 60% in size; many of its hits are not listed in these tables
Target sequence (Q99714 whole entry, looked up, one chain of several): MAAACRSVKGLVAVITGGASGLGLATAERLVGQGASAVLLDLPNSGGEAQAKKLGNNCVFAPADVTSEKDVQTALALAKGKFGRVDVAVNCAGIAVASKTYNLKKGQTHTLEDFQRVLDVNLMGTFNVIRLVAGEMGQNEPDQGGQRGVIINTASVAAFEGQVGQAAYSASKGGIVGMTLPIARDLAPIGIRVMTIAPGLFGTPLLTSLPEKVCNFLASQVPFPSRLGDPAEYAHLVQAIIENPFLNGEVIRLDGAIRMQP
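E. coli-expressed His-tagged HADH2 tested at 20 nM in alkaline Tris buffer (pH 9.0); oxidation of 90 uM beta-hydroxybutyryl-CoA with 1 mM NAD+ tracked fluorimetrically for 4 min.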
Fluorescein autfl = compound fluoresces in the fluorescein spectral region; Compound autofluorescence, 480/540 nm, fluorescein-equivalent; hits give high values; max fluorescein-equivalent concentration, M; hit rate 0.91% among 59,000; in the data active means max fluorescein-equivalent concentration above about 10 nM; inconclusive means between about 1.1 nM and that limit
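First, buffer (100 mM Tris, pH 8.0) dispensed; second, compounds and fluorescein standards pinned in; third, 15 min room-temperature incubation; finally, imaging at ex 480 nm/em 540 nm. Fluorescence normalized against the six-point fluorescein curve.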
4MU fluor = 4-MU region autofluorescence; compound autofluorescence, 340/450 nm, 4-MU equivalents; hits give high values; max dye-equivalent concentration, M; hit rate 11% among 59,000; AID 589; in the data active means max dye-equivalent concentration above about 10 nM; inconclusive means mostly about 1.1 nM to 9.6 nM
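Compounds in 100 mM Tris, pH 8.0, sat 15 min at room temperature before fluorescence was read at 340 nm excitation/450 nm emission; a per-plate six-point 4-MU standard curve converted signals to dye-equivalent concentration at each compound concentration.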
Texas Red fluor = compound fluoresces in the Texas Red spectral region; hit rate 0.06% among 59,000; AID 587; max dye-equivalent concentration, M; Compound fluorescence, Texas Red channel, 547/618 nm; hits give high values; in the data active means max dye-equivalent concentration above about 10 nM; inconclusive means between about 1.1 nM and that limit
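Texas Red-region profiling: compounds in 100 mM Tris pH 8.0 were read at 547/618 nm after 15 min at room temperature. Intensities were normalized against a six-point Texas Red standard series to give dye-equivalent concentration.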
UbGFP stabilizer = proteasome inhibitors stabilizing ubiquitin-GFP reporter; Ubiquitin-GFP reporter cells, proteasome inhibition, GFP fluorescence; response scale: untreated = 0%, 10 µM MG-132 = 100%; Potency, µM (titrated, usually from 45.9 µM), for the others: at the top dose activation (GFP accumulation), usual class: activators; 67,000 tested, under 10 active; active means well fitted activation curve with a large enough effect, not every such curve was filed as active; inconclusive means small, poorly fitted or top-dose-only effect, or another doubt; inactive means no such curve, though single readings can be large or run the other way; further: potency means the concentration at half of the fitted maximal effect
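U2OS Ub(G76V)-GFP reporter; O/N plating, 0.5% FBS; cpd 46 uM–2.9 nM, 4 h, 37 °C; GFP+ cell count, 488/515 nm; norm. to basal vs 10 uM MG-132; CRC fit.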
HBB splice mod = alters splicing of the hemoglobin beta chain; Potency, µM (series often up to 46.1 µM), without a hit: at the top dose activation, hits mostly activators; hit rate 0.06% among 65,000; HBB splicing reporter cell assay, activation; EGFP reporter with mutant IVS2-654 intron; response scale: normalised to 500 nM splice-correcting PNA; further: potency means the concentration at half of the fitted maximal effect; 0% is about no effect
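HeLa cells stably expressing EGFP interrupted by mutant beta-globin intron 2 (IVS2-654), 500/well in 2% FCS. Treated with compound for 2 days at 37C. Splicing correction scored as total well GFP intensity (488 nm excitation, 500-520 nm emission); 500 nM antisense PNA served as control.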
Epigenetic mod = derepresses silenced GFP locus in mouse C127i cells | mouse C127i GFP locus derepression, cytometry, 30 h | Potency, µM (top dose mostly 46.1 µM), for the others: top-dose GFP derepression (activation) | hit rate 0.09% among 68,000 | AID 597; further: % of control where 0% means no effect
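Read-out is the number of GFP-positive cells, scored as fluorescent objects 20 to 120 um wide, reflecting derepression of a silenced CMV-GFP reporter in murine C127i cells after 30 h compound exposure at 37 C.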
Rhodamine autofl = compound autofluorescence in rhodamine spectral region; hit rate 0.05% among 59,000; Rhodamine-region fluorescence, 547/598 nm, Tris buffer; hits give high values; max dye-equivalent concentration, M; AID 594; in the data active means max dye-equivalent concentration above about 11 nM; inconclusive means between about 1.1 nM and that limit
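qHTS spectral profiling of compounds without any target or enzyme present, in pH 8.0 Tris buffer; plates were read after a 15-minute room-temperature incubation using the rhodamine-region filter set.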
DNA Pol III inh = DNA polymerase III holoenzyme inhibition | reconstituted DNA polymerase III holoenzyme replication, biochemical | Potency, µM (doses to about 57.1 µM), for the others: top-dose activity change, negative = inhibition | hit rate 0.25% among 71,000 | AID 603; further: potency means the concentration at half of the fitted maximal effect; on the % scale 0 is the no-effect control and ±100 the full control effect
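Reconstituted *E. coli* holoenzyme (0.35 nM Pol III, 1 nM beta, 154 nM SSB, 2 nM primase) was preincubated with compound for 15 min at RT. Synthesis on 1.4 nM ssM13Gori ran 35 min, then was stopped with PicoGreen/EDTA and read as dsDNA fluorescence.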
* marks the source's active call; other numbers are inactive results; i = inactive; ? = inconclusive; nt = not tested or not shown; [ ] = remark or other dose. Unless noted, the call rests on the fitted dose curve; in most records, active means well fitted curve in the direction sought with a large enough effect; inconclusive means small, poorly fitted or top-dose-only effect, or another doubt; inactive means no such curve, though single readings can be large; an effect the other way counts as inactive or inconclusive. Some of the compounds tested; the hit share may differ from the screen's.

SMILES	Hsp90 Hop PPI	ALOX15 inhib	HADH2 inhib	Fluorescein autfl	4MU fluor	Texas Red fluor	UbGFP stabilizer	HBB splice mod	Epigenetic mod	Rhodamine autofl	DNA Pol III inh
CC(C)c1ccc(N2CC(C(=O)Nc3nccs3)CC2=O)cc1 (stereo unspecified)	-2.2%	-6.8%	20.9%	i	i	i	1.3%	0.4%	2.1%	i	-2.1%
O=C(c1ccco1)N1CCC2(CCN(Cc3ccncc3)CC2)CC1	1.0%	1.9%	0.9%	i	i	i	-15.6%	-1.0%	16.3%[9.22 µM]	i	2.6%
O=c1c2c([nH]c3ccccc13)CCCCCC2	-0.6%	15.6%	-27.0%	?	?	?	-0.2%	1.0%	-4.2%	i	2.6%
Cc1cc(=O)c2ccccc2s1	-0.9%	4.3%	-11.1%	i	i	i	4.2%	-0.5%	-2.0%	i	0.9%
Cc1nc2cnc(N3CCN(C)CC3)nc2n(Cc2ccc(F)cc2)c1=O	-2.1%	-4.8%	6.7%	i	3.12e-08M*	i	-6.0%	2.4%	2.4%[9.22 µM]	i	-6.5%
CCN(CC)CCN1C(=O)C(=O)/C(=C(/O)c2cccc(OC)c2)C1c1ccccn1 (stereo unspecified)	-20.2%	-8.7%	-11.4%	i	?	i	nt	0.4%[0.369 µM]	-2.1%	i	-7.8%
O=C(CCN1CCCCC1c1cccnc1)NCc1ccccc1 (stereo unspecified)	-1.8%	-6.1%	3.4%	i	i	i	-4.6%	-1.9%	3.2%	i	4.5%
O=c1nc2ccccc2c2n1C[C@H](CN1CCN(c3ccccc3)CC1)N2	-0.7%	7.5%[25.6 µM]	0.1%	nt	nt	nt	-6.4%	nt	2.4%	nt	-4.3%
Cc1ccc(S(=O)(=O)Cc2ccc(C(=O)NCCCN3CCN(C)CC3)o2)cc1	1.9%	1.0%	14.7%	i	i	?	7.1%	0.6%[1.84 µM]	-2.6%	i	6.7%
O=C(Nc1ccc2c(c1)OCO2)C1CCCN(S(=O)(=O)c2cccs2)C1 (stereo unspecified)	-3.6%	1.7%	1.1%	i	i	i	5.2%	0.1%	4.8%	i	-4.6%
COc1ccc(N2C(=O)CC(c3ccc(OC(C)C)cc3)C2=O)cc1 (stereo unspecified)	-1.8%	0.0%	15.1%	nt	nt	nt	6.7%	-1.2%	nt	nt	-7.4%
CNc1ccnc(-c2cccc(NS(C)(=O)=O)c2)n1	4.5%	34.8%[activator]	-2.6%	i	i	i	5.7%	0.3%	5.7%[9.22 µM]	i	2.0%
Cc1ccc(N2C(=O)C3C(C2=O)C2C=CC3C23CC3)cc1 (stereo unspecified)	0.6%	5.5%	-0.8%	nt	nt	nt	7.9%	0.3%[9.22 µM]	0.0%	nt	-1.1%
Cc1ccc(S(=O)(=O)NC2CCCC(C(=O)O)C2)cc1 (stereo unspecified)	-1.8%	9.0%	-1.3%	i	i	?	7.2%	3.5%	2.8%	i	-4.3%
O=C(Cn1c2c(c(-c3ccccc3)cc1=O)CCCC2)N1CCCCCC1	4.8%	-14.1%	-10.2%	nt	nt	nt	-0.1%	-0.5%	-5.0%	nt	8.3%
CCCCn1c(SCC(=O)OCC)nnc1-c1ccoc1C	-0.8%	11.5%	12.0%	i	i	i	3.1%	0.2%[57.5 µM]	-1.9%	i	-2.8%
CCn1c(SCC(=O)Nc2ccc(NC(=O)c3ccco3)c(OC)c2)nc2ccccc2c1=O	50.4%	?	376.3%[activator]	i	2.41e-07M*	i	3.1%	-0.1%[57.5 µM]	3.4%	i	-3.1%
O=S(=O)(c1ccccc1)N1CCC2(CCCN(c3ccncc3)C2)CC1	-4.4%	10.3%	-1.1%	i	i	i	-8.5%	0.0%	-2.3%[9.22 µM]	i	-8.8%
Cn1cnc2c1c(=O)n(Cc1c(Cl)cccc1Cl)c(=O)n2C	-5.6%	1.5%	17.9%	i	i	i	8.9%	-0.7%	-2.7%	i	-8.8%
CCn1ccc(=N)cc1	19.2%	-5.2%	-0.7%	?	?	i	2.7%	-2.3%[57.5 µM]	0.0%	i	2.4%
CCn1c(SCC(=O)NC(C)(C)C)nc(O)cc1=O	2.0%	4.5%	16.0%	i	1.62e-08M*	i	2.3%	6.0%[0.369 µM]	0.0%	i	-1.6%
COCCCNC(=O)c1cccc(C(=O)NCCCOC)c1	-4.6%[11 µM]	-3.1%[11.4 µM]	1.7%[11.4 µM]	nt	nt	nt	-18.6%[9.17 µM]	0.3%[0.0738 µM]	-1.5%	nt	-5.5%[11.4 µM]
CCCCCC(=O)N1CCN(CCN=CC2=C(O)CC(c3ccc(OC)c(OC)c3)CC2=O)CC1 (stereo unspecified)	-3.6%	-2.0%	-5.5%	i	i	?	-1.7%	0.3%[57.5 µM]	3.7%	i	-4.8%
COc1ccc(C[C@@H]2c3cc(OC)c(OC)cc3CC[N@+]2(C)CCC(=O)OCCCCCOC(=O)CC[N@@+]2(C)CCc3cc(OC)c(OC)cc3[C@H]2Cc2ccc(OC)c(OC)c2)cc1OC	2.7%[26 µM]	4.7%[25.6 µM]	-10.3%[25.6 µM]	?	i	i	-3.1%[20.5 µM]	3.7%[20.6 µM]	0.5%[20.6 µM]	i	-0.8%[25.6 µM]
COCCn1c(=O)c(CCc2ccccc2)nc2cnc(Oc3ccccc3)nc21	6.5%	0.6%	6.3%	?	i	i	-2.9%	-1.1%	7.7%[9.22 µM]	i	4.1%
Following part.
SMILES	Hsp90 Hop PPI	ALOX15 inhib	HADH2 inhib	Fluorescein autfl	4MU fluor	Texas Red fluor	UbGFP stabilizer	HBB splice mod	Epigenetic mod	Rhodamine autofl	DNA Pol III inh
Cc1cnc(CNc2ncnc3ccc(-c4c(C)noc4C)cc23)cn1	-3.2%	10.1%	10.8%	i	i	i	0.0%	-1.9%	-0.7%[9.22 µM]	i	4.7%
CC(=O)c1cccc(NC(=O)C2CCCC2)c1	-1.0%[11 µM]	3.0%[11.4 µM]	-2.3%[11.4 µM]	nt	nt	nt	-1.2%[9.17 µM]	-0.4%[0.0738 µM]	1.0%	nt	3.6%[11.4 µM]
CCOC(=O)CSc1nnc2c(n1)C1(C)CCC2C1(C)C (stereo unspecified)	5.0%	2.9%	0.0%	i	i	i	-0.3%	nt	0.0%	i	-8.0%
Cn1c(=O)oc2cc(S(=O)(=O)Nc3cccc4c3CCCC4)ccc21	-2.3%	-7.6%	16.7%	?	i	?	-1.7%	-0.9%[57.5 µM]	0.0%	i	0.1%
Cc1ccc(C)c(N2CCN(CCCNC(=O)Cn3cc4c(n3)CCC(C)C4)CC2)c1 (stereo unspecified)	2.7%	9.1%	8.7%	nt	nt	nt	-10.1%	-0.1%	-3.4%	nt	-1.4%
CC1(C)Cc2cccc(OCC(=O)N3CCN(S(=O)(=O)c4ccccc4F)CC3)c2O1	-3.7%	3.0%	12.3%	?	i	i	2.7%	-1.8%	-1.0%	i	-3.7%
CCOC(=O)c1c(C)cccc1OCC(N)=O	nt	nt	nt	i	1.25e-06M*	i	nt	nt	2.2%[20.6 µM]	i	nt
CCN(CC)c1ccc(NC(=O)c2ccc(Br)o2)cc1	-29.0%[11 µM]	-29.9%[11.4 µM]	4.5%[11.4 µM]	nt	nt	nt	-15.3%[9.17 µM]	0.1%[0.0738 µM]	0.0%	nt	2.6%[11.4 µM]
Cc1ccc(C(=O)OCC(=O)Nc2ccccc2)cc1NC(=O)c1ccco1	-1.4%	-2.8%	5.6%	i	i	i	-4.6%	0.1%	2.1%	i	2.1%
CNCCC=C1c2ccccc2C=Cc2ccccc21	-0.5%[26 µM]	-0.6%[25.6 µM]	2.5%[25.6 µM]	i	i	i	-4.4%[20.5 µM]	-2.3%[20.6 µM]	0.0%[20.6 µM]	i	-11.0%[25.6 µM]
COC(=O)COc1ccc(S(=O)(=O)Nc2ccc3c(c2)OCO3)cc1Cl	-2.5%	-5.9%	4.1%	i	i	i	0.7%	2.0%	1.6%	i	-1.3%
O=S(=O)(c1ccc(N2CCCC2c2nc3ccccc3s2)nc1)N1CCOCC1 (stereo unspecified)	-1.8%	1.2%	-0.9%	i	i	i	-1.0%	0.1%[57.5 µM]	0.6%	i	7.0%
CCOc1ccc(OCC)c2sc(C)nc12	3.0%	1.3%	?	?	i	i	-1.1%	0.2%	0.0%	i	-6.8%
Cc1cc(C)nc(SCC(=O)Nc2ccc(N3CCOCC3)cc2)n1	-5.6%	-3.0%	3.5%	i	i	i	2.4%	-0.7%	-3.2%	i	-1.7%
COC(=O)Nc1cc(C)nc2ccccc12	0.5%	-2.2%	1.5%	i	i	i	3.6%	5.3%	-1.2%	i	0.7%
CCN(CC)S(=O)(=O)c1ccc(OC(C)C)nc1	3.3%	11.1%	-6.8%	i	i	i	-1.0%	-0.2%	0.0%	i	-5.2%
